Screening data: PubChem, Vanderbilt High Throughput Screening Facility
Cav32 inh = Cav3.2 calcium influx blockers – cell-based, Fluo-4 calcium fluorescence, FDSS, MLSMR library, primary screen; Voltage-dependent T-type calcium channel subunit alpha-1H (Homo sapiens), O95180; Cav3.2-expressing cells; hits give low values; B-score at 10 µM; 4% of 100,000 active;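 active = single-dose well whose peak fluorescence ratio is a statistical outlier from its plate by either plate-standardised score or position-corrected B-score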
Starred values were filed as active, the others as inactive. These rows are one share of the data (hit frequency here may not be typical).

SMILES | Cav32 inh
C/C=C/C(=O)N(CC)c1ccccc1C | 1
CCCCNc1ccc(C(=O)OCCN(C)C)cc1 | -0.1
O=C(O)CCC(=O)c1ccc(-c2ccccc2)cc1 | 0.72
COc1ccc(C2CNC(=O)C2)cc1OC1CCCC1 (stereo not given) | 0.42
CCC(NC(C)C)C(O)c1ccc(O)c2[nH]c(=O)ccc12 (stereo not given) | 0.2
Cc1cccc2c1NC(=O)C2(c1ccc(O)cc1)c1ccc(O)cc1 | -5.1*
CC(C)=CCOc1c2ccoc2cc2oc(=O)ccc12 | -1.8
CC1Cc2ccccc2N1NC(=O)c1ccc(Cl)c(S(N)(=O)=O)c1 (stereo not given) | -1.1
CN1CCCN=C1COC(=O)C(O)(c1ccccc1)C1CCCCC1 (stereo not given) | -0.13
CC[C@@H]1C(=O)OC[C@@H]1Cc1cncn1C | -0.42

Of the compounds above, 2 have nitrogen in an aromatic ring.
SMILES | Cav32 inh
CCC(NC(C)C)C(O)c1ccc(O)c2[nH]c(=O)ccc12 (stereo not given) | 0.2
CC[C@@H]1C(=O)OC[C@@H]1Cc1cncn1C | -0.42

Look-ups from above:
Cav32 inh result of `CN1CCCN=C1COC(=O)C(O)(c1ccccc1)C1CCCCC1` (stereo not given) reads -0.13
Cav32 inh result of `CCC(NC(C)C)C(O)c1ccc(O)c2[nH]c(=O)ccc12` (stereo not given) reads 0.2

Remaining list, next part.
SMILES | Cav32 inh
CC12CCC(=O)C=C1CCC1C2CCC2(C)C1CCC2(O)C(=O)CO (stereo not given) | 0.15
C1COC(NC(C2CC2)C2CC2)=N1 | 0.13
COc1ccc(C[C@H]2COC(=O)[C@@H]2Cc2ccc(OC3OC(CO)C(O)C(O)C3O)c(OC)c2)cc1OC (stereo not given in full) | 0.17
CCc1ccc(CCOc2ccc(CC3SC(=O)NC3=O)cc2)nc1 (stereo not given) | -0.064
O=C(O)c1cccnc1Nc1cccc(C(F)(F)F)c1 | -2.1
NC(N)=O | -0.68
CCn1cc(C(=O)O)c(=O)c2cnc(N3CCNCC3)nc21 | -2.9

Already shown: three of the compounds above.
SMILES | Cav32 inh
O=C(O)c1cccnc1Nc1cccc(C(F)(F)F)c1 | -2.1
NC(N)=O | -0.68
CCn1cc(C(=O)O)c(=O)c2cnc(N3CCNCC3)nc21 | -2.9
